Source: PubChem BioAssay (several laboratories)
HIF activator: HIF pathway transcriptional activation; U2OS HRE-luciferase reporter, luminescence; normalized: DMSO 0%, desferrioxamine 100%; 0.32% of 300,000 active; activation, % at 7.5 µM (by protocol); AID 1910;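 active = mean activation of at least 10% of the iron chelator positive control signal, with at least half of replicates also reaching 10%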
IEC-6 tox: kills IEC-6 intestinal cells in KLF5 counter-screen; IEC-6 cytotoxicity, luminescence viability; inhibition, % at 5 µM; 0.78% of 290,000 active; AID 1825; in the data active = inhibition above about 22%;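 note: 0% = plate median of test compound wells and 100% = cytotoxic reference compound wells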
TRPC6 inh: inhibitors of mouse TRPC6 channel. Q61143. HEK293-TRPC6, membrane potential dye, ACh-evoked depolarization; stronger effect = lower value. B-score at 10 µM. 1.1% of 310,000 active;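 active = B-score under library mean minus 3 SD, initial fluorescence not abnormally high, positive integrated signal ratio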;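 note: B-score derived from integrated fluorescence ratio over the kinetic read; more negative B-score means stronger inhibition of depolarization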
Target sequence (Q61143 whole entry, looked up): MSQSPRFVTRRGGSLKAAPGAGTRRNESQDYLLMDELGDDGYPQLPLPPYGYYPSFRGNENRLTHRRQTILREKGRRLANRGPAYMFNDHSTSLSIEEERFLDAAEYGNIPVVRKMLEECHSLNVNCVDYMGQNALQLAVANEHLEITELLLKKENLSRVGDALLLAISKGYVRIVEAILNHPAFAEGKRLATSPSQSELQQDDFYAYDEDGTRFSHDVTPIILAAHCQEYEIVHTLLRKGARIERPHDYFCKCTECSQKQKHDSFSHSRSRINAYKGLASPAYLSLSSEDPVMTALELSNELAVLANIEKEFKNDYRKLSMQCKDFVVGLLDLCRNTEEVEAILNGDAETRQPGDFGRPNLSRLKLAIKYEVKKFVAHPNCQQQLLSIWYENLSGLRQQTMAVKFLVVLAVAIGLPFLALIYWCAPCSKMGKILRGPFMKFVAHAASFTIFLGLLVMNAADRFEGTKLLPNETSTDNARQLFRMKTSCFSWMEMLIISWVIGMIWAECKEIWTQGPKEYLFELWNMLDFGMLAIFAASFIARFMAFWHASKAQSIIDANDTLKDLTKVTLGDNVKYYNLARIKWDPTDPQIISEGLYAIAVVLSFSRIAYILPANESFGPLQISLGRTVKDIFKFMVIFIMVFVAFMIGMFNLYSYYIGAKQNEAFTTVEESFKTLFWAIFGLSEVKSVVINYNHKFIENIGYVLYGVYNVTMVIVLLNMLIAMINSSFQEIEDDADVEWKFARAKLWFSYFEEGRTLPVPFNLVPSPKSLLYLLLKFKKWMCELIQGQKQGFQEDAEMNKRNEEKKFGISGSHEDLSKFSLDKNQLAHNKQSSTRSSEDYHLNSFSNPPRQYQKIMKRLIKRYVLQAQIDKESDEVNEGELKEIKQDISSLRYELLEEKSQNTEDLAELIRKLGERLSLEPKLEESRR
aSyn UTR inh: MLPCN primary screen, SNCA 5' untranslated region; alpha-synuclein 5'UTR reporter, inhibitor activity; inhibition, % (tested at 7.5 µM); 0.82% of 300,000 active; AID 1813; in the data active = inhibition above about 60%;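 note: H4 neuroglioblastoma cells stably carrying SNCA 5'UTR luciferase fusion; 0% = DMSO wells and 100% = positive control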
TRPC4 block: TRPC4 (mouse) channel inhibition; B-score at 10 µM; HEK293 TRPC4beta/mu-opioid, DAMGO-evoked Fluo4 calcium flux; stronger effect = lower value; Q9QUQ5; 0.39% of 300,000 active;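 active = B-score over 3 SD under the library average, no early fluorescence shift, positive overall ratio signal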
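Assay system: Stable TRPC4beta/mu-opioid receptor HEK293 cells | Reagent: DAMGO in two steps, submaximal then maximal | Compound dosing: Single concentration per test compound | Signal: Fluo4 Ca2+ flux fluorescence | Evaluation: Per-well B score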
TRPC6 act: activators of mouse TRPC6 channel. Q61143. HEK293-TRPC6 membrane potential dye fluorescence; stronger effect = higher value. B-score at 10 µM. 0.13% of 310,000 active. AID 2550;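 active = B-score of the integrated fluorescence ratio above library mean plus 3 SD, and starting fluorescence ratio within library mean plus 5 SD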;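 note: higher score means more depolarization so channel activation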
TRPC4 agonist: TRPC4 (mouse) channel activation; AID 2237; 0.49% of 310,000 active; B-score at 10 µM; HEK293 TRPC4beta/mu-opioid, Fluo4 calcium fluorescence; stronger effect = higher value;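 active = B-score above 5 SD of library B-scores, and initial fluorescence ratio not above library mean plus 5 SD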;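 note: positive B-score marks a calcium rise read as TRPC4 activation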
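Material: HEK293 stable line with TRPC4beta plus mu-opioid receptor; technique: Fluo4 calcium-sensitive dye fluorescence, kinetic, 1 Hz baseline; timing: Fluo4 dye loading 45 min at room temperature, 110 s recording; controls: assay buffer as low control, maximal DAMGO as high control; read-out: integrated baseline-normalised fluorescence ratio, converted to per-well B score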
TRPC4 potent: allosteric potentiators of mouse TRPC4 channel; Q9QUQ5; HEK293 TRPC4beta/mu-opioid, DAMGO EC20, Fluo-4 Ca2+ flux; stronger effect = higher value; B-score at 10 µM; 0.42% of 310,000 active; AID 2227;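 active = B-score of calcium response area above 5 SD of library B-scores, with initial fluorescence ratio within 5 SD of library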;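 note: B-score of integrated fluorescence ratio over time as area under calcium response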
MrgX1 antag: antagonists of human MrgX1 receptor | MRGX1-HEK293 calcium flux, Fluo-4, BAM8-22 antagonism; stronger effect = lower value | B-score at 10 µM | 1.3% of 310,000 active | Q96LB2;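 active = calcium-response B-score plate-corrected more than 3 library SD below zero, starting fluorescence within 5 deviations, no agonist response on first addition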;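 note: peak minus trough fluorescence over baseline after final BAM8-22 challenge near maximal dose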
KLF5 inhibitor: inhibitors of KLF5 expression | inhibition, % at 5 µM | 0.23% of 290,000 active | DLD-1 KLF5 promoter-luciferase reporter, luminescence | AID 1700;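 active = inhibition above a per-plate limit of that plate's mean compound inhibition plus 3 SD, cut at about 60% in these data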;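 note: 0% = DMSO wells and 100% = LY294002 at 200 µM; higher means less KLF5 promoter-driven luciferase light; inactives centre near -14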
SKKanGAS inh: inhibitors of SKKanGAS S. pyogenes growth in kanamycin (SK-promoter or general growth effect); BacTiter-Glo, 6 h; inhibition, % at 7.5 µM; 1.3% of 300,000 active; AID 1662;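 active = mean replicate score, as percent of positive control median, at least 50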;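 note: strain carries kanamycin resistance gene driven by streptokinase promoter and grows in 40 µg/ml kanamycin; loss of luminescence reflects streptokinase promoter inhibition or plain growth inhibition; 0% = median of DMSO wells and 100% = positive control at its reference dose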
* = called active by the depositor; i = inactive; / = no result given.

SMILES	HIF activator	IEC-6 tox	TRPC6 inh	aSyn UTR inh	TRPC4 block	TRPC6 act	TRPC4 agonist	TRPC4 potent	MrgX1 antag	KLF5 inhibitor	SKKanGAS inh
COc1ccc(NC(=O)c2cc(-c3ccncc3)nc3ccc(Br)cc23)cc1OC	-4.9	4	i	19	i	i	i	i	i	-11	7
Cc1c(Cl)cccc1NC(=O)CSc1nncn1-c1ccccn1	0.1	0	i	12	i	i	i	i	i	-9	0
CCOc1cc(/C=C(/C#N)C(=O)Nc2ccc(OC)cc2)ccc1OCc1ccc(C(=O)O)cc1	-1.4	-6	i	-10	i	i	i	i	i	-25	5
O=C(c1cccs1)n1nc(-c2ccccc2)nc1NCc1ccco1	1.2	-7	i	-31	i	i	i	i	i	-28	-11
COc1ccc(S(=O)(=O)n2nc(OC(=O)c3cccs3)cc2NC(=O)c2cccs2)cc1	0.6	-5	i	-1	i	i	i	i	i	-11	-3
CCCCn1cnc2c([nH]c3ccccc32)c1=O	0.8	-2	i	-39	i	i	i	i	i	-39	-2
COC(=O)c1cnc2ccccc2n1	-0.2	4	i	4	i	i	i	i	i	7	2
O=C(Cc1ccc(Br)cc1)Nc1ccccc1Cl	0.3	1	i	23	i	i	i	i	i	5	0
Cc1noc(NS(=O)(=O)c2ccc(N3CC(O)=C(c4ccccc4)C3=N)cc2)c1C	0.0	0	i	-11	i	i	i	i	i	12	21
COc1ccc(/C=C/C(=O)N2CCC(c3ccccc3)C2)cc1 (stereo unspecified)	0.3	-5	i	-25	i	i	i	i	i	-65	-13
COc1ccc(-c2cc(C(F)(F)F)n3nc(C(=O)N4CCCCC4)cc3n2)cc1	/	5	i	-9	i	i	i	i	i	-26	-4
CCc1ccc(N2C(=O)CC(N3CCN(Cc4ccc5c(c4)OCO5)CC3)C2=O)cc1 (stereo unspecified)	-0.2	-1	i	3	i	i	i	i	i	-29	-5
O=C(NCc1cc([N+](=O)[O-])ccc1O)c1cc(-c2ccncc2)nc2ccccc12	-0.8	0	i	12	i	i	i	i	i	-5	11
CCC(C)Oc1nc2c(c(=O)n(C)c(=O)n2C)n1C (stereo unspecified)	0.4	-2	i	4	i	i	i	i	i	-22	-4
COc1ccc(-c2noc(CCC(=O)O)n2)cc1	-0.8	-2	i	32	i	i	i	i	i	-21	0
COc1ccc(-c2csc(NC(=O)C3CCCO3)n2)cc1 (stereo unspecified)	2.9	1	i	-102	i	i	i	i	i	-91	-8
COCCCN1C(=O)c2[nH]nc(-c3cc(C)cc(C)c3O)c2C1c1ccc(O)c(OC)c1 (stereo unspecified)	-0.2	-8	i	11	i	i	i	i	i	9	8
CCN(CC)S(=O)(=O)c1ccc(NCCc2ccccn2)nc1	0.2	0	i	-15	i	i	i	i	i	-9	-1
CCCCn1c(N)c(N(CC)C(=O)c2ccc(N3CCCC3=O)cc2)c(=O)[nH]c1=O	-0.4	/	i	-1	i	i	i	i	i	/	20
CC1CN(C(=O)c2cccc(S(=O)(=O)Nc3cc(Cl)ccc3Cl)c2)CC(C)O1 (stereo unspecified)	-0.5	3	i	4	i	i	i	i	i	-13	11
Cn1nc(C(C)(C)C)cc1C(=O)NCc1ccc2c(c1)OCO2	0.7	19	i	5	i	i	i	i	i	27	1
COc1cc(C(=O)N(Cc2cc3ccccc3[nH]c2=O)CC2CCCO2)cc(OC)c1OC (stereo unspecified)	0.0	-4	i	12	i	i	i	i	i	-8	9
COc1ccc(CNC(=O)[C@H](CCSC)NC(=O)N2CCn3c2nc2ccccc23)cc1	0.2	-2	i	17	i	i	i	i	i	-1	-3
CC(C)(O)C(=O)NNC(=S)Nc1cccc(C(F)(F)F)c1	0.4	-6	i	-4	i	i	i	i	i	-7	-6
Nc1nc2n(n1)C(c1cccc(Br)c1)CC(c1ccc(F)cc1)N2 (stereo unspecified)	0.0	-5	i	18	i	i	i	i	i	-13	8
CC(C(=O)N1CCCC1)N1CCN(c2ccccc2O)CC1 (stereo unspecified)	-0.3	7	i	-16	i	i	i	i	i	10	1
O=C(CCn1c(=O)c2sccc2n(CC(=O)OCc2ccccc2)c1=O)NCc1ccccc1	0.0	-2	i	11	i	i	i	i	i	-19	2
Cc1c(C(=O)O)sc2nc(CSc3ncc(C(F)(F)F)cc3Cl)[nH]c(=O)c12	0.0	-6	i	-8	i	i	i	i	i	-32	-1
CCOC(=O)c1ccc(-n2ccnc2)c(NC(=O)c2cccc(Br)c2)c1	0.0	-1	i	7	i	i	i	i	i	-9	-6
Cc1ccc(Nc2nc3ccccc3c(=O)[nH]2)cc1C	1.5	12	i	-195	i	i	i	i	i	-29	-14
Cc1ccc(NC(=S)Nc2cc(C)on2)cc1	1.9	-6	i	-71	i	i	i	i	i	-103	0
COCC1CCCCN1C(=O)c1ccc(OC)c(OC2CCN(C(C)C)CC2)c1 (stereo unspecified)	0.8	-1	i	-43	i	i	i	i	i	-51	-1
CC(=O)c1ccc(OC(=O)C(CCS(C)(=O)=O)N2C(=O)c3ccccc3C2=O)cc1 (stereo unspecified)	0.0	-6	i	32	i	i	i	i	i	-28	-7
CCOC(=O)Cn1c(=O)oc2ccc(C)cc21	0.4	-2	i	-34	i	i	i	i	i	7	-2
COc1cc(NC(=O)CN2C(=O)COc3ccc(S(=O)(=O)N4CCCC4)cc32)cc(OC)c1	0.7	-1	i	-19	i	i	i	i	i	-17	11
Cc1cccc(N2CCN(C(=O)CCCSc3nc4ccccc4[nH]3)CC2)c1C	-0.3	-2	i	15	i	i	i	i	i	1	-2
COc1ccccc1CCNC(=O)CSc1nnc2ccc(-c3cccnc3)nn12	0.0	-3	i	24	i	i	i	i	i	-8	5
CCN1CCc2c(sc(NC(=O)c3ccc(S(=O)(=O)N4CC(C)OC(C)C4)cc3)c2C(N)=O)C1 (stereo unspecified)	-0.2	-1	i	12	i	i	i	i	i	-2	10
COc1ccc(-c2cc(NCCc3ccncc3)n3ncnc3n2)cc1	-1.5	1	i	23	i	i	i	i	i	-6	-5
O=C(CCS(=O)(=O)c1ccc(Br)cc1)N1CCN(c2ccc(Cl)cc2)CC1	-0.2	-4	i	22	i	i	i	i	i	-23	0
O=C(Nc1cc2c3c(c1)CC(=O)N3CCC2)c1ccc(Br)o1	0.3	/	i	-42	i	i	i	i	i	/	-5
O=C(CN1CCN(Cc2ccccc2)CC1)NCCc1ccccc1	0.2	-2	i	-3	i	i	i	i	i	-23	3
COc1ccc(S(=O)(=O)N2CCC(C(=O)O)(c3ccccc3)CC2)cc1	1.8	8	i	5	i	i	i	i	i	6	6
O=C(Nc1ccccc1)NC1CCCCNC1=O (stereo unspecified)	-0.1	-7	i	14	i	i	i	i	i	6	-2
CCC1CCC2(CC1)SCC(=O)N2c1ccccc1 (stereo unspecified)	0.0	0	i	0	i	i	i	i	i	-21	6
CCN(c1ccccc1)S(=O)(=O)c1ccc(NC(=O)c2ccco2)cc1	-0.9	0	i	8	i	i	i	i	i	-20	-2
COc1ccccc1CNC(=O)c1ccc(N2CCOCC2)c([N+](=O)[O-])c1	-0.6	-3	i	11	i	i	i	i	i	-17	-15
CCC(C)NC(=O)CC(NS(=O)(=O)c1ccc(Cl)cc1)c1ccco1 (stereo unspecified)	-0.1	-3	i	8	i	i	i	i	i	-12	-9
CCOc1ccccc1NC(=O)C(CC)Sc1nc2ccncc2[nH]1 (stereo unspecified)	-0.1	1	i	11	i	i	i	i	i	-11	15
Cc1ccccc1-c1nc(C(=O)NCC2CCCO2)cc2c1[nH]c1ccccc12 (stereo unspecified)	0.3	3	i	29	i	i	i	i	i	25	22
CC(NC(=O)c1ccccc1NC(=O)CSc1nnnn1C)c1ccccc1 (stereo unspecified)	2.0	-5	i	1	i	i	i	i	i	-24	-2
CN(C)C(=O)COc1ccc2c3c(c(=O)oc2c1)CCCC3	-13	2	i	-15	i	i	i	i	i	-49	-2
CC(=O)NCC1=C(NC(C)=O)C2CC1C(C)(C)C2C (stereo unspecified)	0.0	4	i	-18	i	i	i	i	i	5	-5
COc1ccc(C)cc1NC(=O)C(c1ccccc1)N1CCNC(=O)C1 (stereo unspecified)	-0.9	0	i	-17	i	i	i	i	i	-17	-3
O=C1N/C(=C/c2cccn2-c2ccc(F)cc2)C(=O)N1Cc1ccccc1F	-0.5	4	i	11	i	i	i	i	i	-9	-7
Brc1ccc(CN2CCCCCC2)cc1	0.2	/	i	5	i	i	i	i	i	/	7
CCOC(=O)C1CCN(Cc2nnc(-c3ccccc3C)o2)CC1	1.0	4	i	-28	i	i	i	i	i	-23	-4
Cc1noc(C)c1S(=O)(=O)Nc1ccc(C(=O)NC2CCCCC2C)cc1 (stereo unspecified)	-0.4	4	i	11	i	i	i	i	i	-36	3
CC(=O)c1ccc(OCc2cc(C(=O)N(C)C3CCOC3)no2)cc1 (stereo unspecified)	3.5	2	i	-130	i	i	i	i	i	-119	-7
COc1ccc2c(c1)c(C(=O)N/N=C/c1ccccc1Cl)c(C)n2C	-0.3	1	i	8	i	i	i	i	i	-6	7

(more compounds)
SMILES	HIF activator	IEC-6 tox	TRPC6 inh	aSyn UTR inh	TRPC4 block	TRPC6 act	TRPC4 agonist	TRPC4 potent	MrgX1 antag	KLF5 inhibitor	SKKanGAS inh
COC(=O)c1ccccc1NC(=O)c1cc2sccc2n1C	0.2	4	i	-20	i	i	i	i	-7.3*	-6	-5
CC(CC(=O)N1CCN(c2ccc(C(F)(F)F)cn2)CC1)n1ccnc1 (stereo unspecified)	-0.9	6	i	10	i	i	i	i	i	-10	-9
CC(C)(CNC(=O)c1cc(Cl)c(O)c(Cl)c1)N1CCCCC1	-0.3	2	i	4	i	i	i	i	i	1	-2
Cc1ncoc1C(=O)N1CCCC(C(=O)c2ccc(-c3ccccc3)c(F)c2)C1 (stereo unspecified)	0.0	-2	i	-1	i	i	i	i	i	-14	-1
N/C(=N\OC(=O)Cc1ccc([N+](=O)[O-])cc1)c1ccccn1	2.7	2	i	-161	i	i	i	i	/	-97	5
CCOC(=O)N1CCN(C(=O)c2ccc3nc(N4CCC(C)CC4)sc3c2)CC1	0.7	-5	-12*	-124	i	13*	i	i	i	-50	4
